High-throughput results from PubChem BioAssay.
LMNA splice mod: qHTS Assay for Modulators of Lamin A Splicing; AID 1487, 2009; Potency, µM (doses to about 46.1 µM), without a hit: top-dose ratio change, negative = inhibition, most hits filed as inhibitors; HeLa LMNA splicing GFP/RFP minigene ratio, 48 h; actives 0.01% (n = 200,000); active means well fitted inhibition curve with a large enough effect in the signal ratio, with a control signal flat, not every such curve was filed as active; inconclusive means small, poorly fitted or top-dose-only effect, or effect the other way, or a change in a side signal; the % refers to the signal ratio; further: potency means the concentration at half of the fitted maximal effect; on the % scale 0 is the no-effect control and ±100 the full control effect
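S3 HeLa stable clones carrying a lamin A-EGFP splicing minigene plus DsRed2 were seeded at 600 cells/well in Opti-MEM with 2% FBS, pin-dosed and incubated 48 h at 37°C. Acumen cytometry (488 nm) gave the GFP/RFP total-intensity ratio.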
KinaseGlo FLuc: Counterscreen for Luciferase (Kinase-Glo TM) Inhibition | actives 0.28% (n = 200,000) | Potency, µM (highest dose often 38.3 µM), without a hit: top-dose activity change, negative = inhibition, most hits filed as inhibitors | Kinase-Glo luciferase, ATP luminescence, 8 min | AID 1379, 2008 | Luciferin 4-monooxygenase (Photuris pensylvanica), Q27757; further: potency means the concentration at half of the fitted maximal effect; on the % scale 0 is the no-effect control and ±100 the full control effect; nearly all actives have a fitted effect of over 60% in size
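Compound is pinned into ATP-containing buffer (10 uM ATP, imidazole pH 7.2, 7 mM MgCl2). Kinase-Glo luciferase reagent is then added. Light output is recorded following an 8-min room-temperature incubation.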
NPSR antagonist: qHTS Assay for Antagonists of the Neuropeptide S Receptor: cAMP Signal Transduction; actives 1% (n = 220,000); Potency, µM (titrated, usually from 38.3 µM), without a hit: at the top dose activity change, negative = inhibition, most hits filed as inhibitors; CHO-NPSR cells, cAMP TR-FRET, antagonist mode; AID 1461, 2008; Q6W5P4; further: potency means the concentration at half of the fitted maximal effect; on the % scale 0 is the no-effect control and ±100 the full control effect; nearly all actives have a fitted effect of over 50% in size; many of its hits are not listed in these tables
Target sequence (Q6W5P4 whole entry, looked up): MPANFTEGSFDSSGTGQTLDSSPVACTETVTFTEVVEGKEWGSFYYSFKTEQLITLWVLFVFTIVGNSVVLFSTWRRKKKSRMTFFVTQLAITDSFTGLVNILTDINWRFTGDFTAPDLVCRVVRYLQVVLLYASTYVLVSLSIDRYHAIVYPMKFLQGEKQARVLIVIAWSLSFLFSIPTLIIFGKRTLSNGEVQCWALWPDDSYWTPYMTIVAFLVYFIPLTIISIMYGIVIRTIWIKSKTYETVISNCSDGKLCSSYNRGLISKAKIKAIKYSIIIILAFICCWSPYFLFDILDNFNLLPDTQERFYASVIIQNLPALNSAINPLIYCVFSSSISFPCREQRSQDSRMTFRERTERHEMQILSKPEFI
HttQ103 aggreg: qHTS Multiplex Assay to Identify Dual Action Probes in a Cell Model of Huntington: Aggregate Formation (GFP). PC12 HttQ103-GFP aggregates, Acumen cytometry, 40 h. Potency, µM (titrated, usually from 46.1 µM), for the others: at the top dose activity change, negative = inhibition, actives largely listed as inhibitors. AID 1688, 2009. actives 1.1% (n = 220,000); further: potency means the concentration at half of the fitted maximal effect; on the % scale 0 is the no-effect control and ±100 the full control effect; nearly all actives have a fitted effect of over 60% in size
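Quantitative HTS on tebufenozide-induced (100 nM) PC12 cells stably expressing polyQ103 Huntingtin exon 1–GFP. Reduction of bright GFP aggregates, detected by laser scanning cytometry after lysis, identified actives across the titration.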
IMPase Li cell: qHTS Assay for Identifying the Cell-Membrane Permeable IMPase Inhibitors: Potentiation with Lithium. CHO-M1 cells, IP1 TR-FRET (IP-One), carbachol + lithium. Potency, µM (top dose mostly 59.4 µM), for the others: at the highest dose activity, negative = IMPase inhibition, actives largely listed as inhibitors. actives 0.35% (n = 210,000). AID 1457, 2008;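 further: IP1 builds up when IMPase is blocked and the TR-FRET signal falls; potency means the concentration at half of the fitted maximal effect; plate controls were basal vehicle for no effect and high inhibitor control for full effect; nearly all actives have a fitted effect of over 50% in size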
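Lithium-sensitised IP1 accumulation assay; M1-expressing CHO cells treated 30 min at 37C with compound. Competitive antibody detection by time-resolved FRET followed a 10 min room-temperature lysis step.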
CBFb-RUNX1 inh: qHTS Assay for Compounds Blocking the Interaction Between CBF-beta and RUNX1 for the Treatment of Acute Myeloid Leukemia. Runt-related transcription factor 1 (Homo sapiens) + Core-binding factor subunit beta …. AlphaScreen CBFb-His/RUNX1-biotin binding, biochemical. Potency, µM (highest dose often 59.8 µM), inactives show at the top dose activity, negative = inhibition, most hits filed as inhibitors. 230,000 tested, under 10 active. AID 1477, 2009; further: % of control where 0% means no effect
Target sequence (Q01196 whole entry, looked up): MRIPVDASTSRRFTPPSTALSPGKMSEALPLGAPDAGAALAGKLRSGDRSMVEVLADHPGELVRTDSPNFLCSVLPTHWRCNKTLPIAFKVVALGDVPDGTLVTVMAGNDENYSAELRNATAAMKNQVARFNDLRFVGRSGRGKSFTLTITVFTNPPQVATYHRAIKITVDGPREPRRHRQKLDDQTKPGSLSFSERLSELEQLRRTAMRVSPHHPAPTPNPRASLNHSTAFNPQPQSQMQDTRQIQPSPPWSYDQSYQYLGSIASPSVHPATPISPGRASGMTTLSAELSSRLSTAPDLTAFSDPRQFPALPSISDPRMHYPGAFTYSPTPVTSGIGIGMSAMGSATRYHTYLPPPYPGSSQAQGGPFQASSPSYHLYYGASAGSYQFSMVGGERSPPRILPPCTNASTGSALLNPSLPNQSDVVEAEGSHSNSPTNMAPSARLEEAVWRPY
Target sequence (Q13951 whole entry, looked up): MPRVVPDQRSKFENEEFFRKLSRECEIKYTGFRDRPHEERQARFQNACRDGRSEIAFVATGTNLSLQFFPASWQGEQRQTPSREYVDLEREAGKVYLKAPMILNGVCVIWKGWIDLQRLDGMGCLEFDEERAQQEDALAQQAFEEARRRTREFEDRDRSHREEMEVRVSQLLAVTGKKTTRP
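Read-out: AlphaScreen. Format: His-CBF-beta with biotinylated RUNX1 (30 nM each) preincubated 20 min, compound 15 min, Ni-chelate plus streptavidin beads 90 min; room temperature throughout.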
Epigenetic derep: Quantitative High-Throughput Screen for Regulators of Epigenetic Control; murine LDR cells, GFP reporter derepression, 30 h; Potency, µM (titrated, usually from 53.9 µM), for the others: top-dose GFP activation, actives largely listed as activators; actives 0.2% (n = 280,000); AID 1865, 2009; further: potency means the concentration at half of the fitted maximal effect; % of control where 0% means no effect; nearly all actives have a fitted effect of over 60% in size
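Murine LDR cells carrying a silenced, genomically integrated CMV-driven GFP reporter were exposed to compound for 30 hours at 37 C. After PBS washes, GFP-positive cells (20–120 um objects) were counted by laser-scanning microplate cytometry.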
An asterisk follows results filed as active; ? = inconclusive; nt = not tested or not shown; [ ] = dose if it differs, or a comment. Unless noted, the call rests on the fitted dose curve; in most records, active means well fitted curve in the direction sought with a large enough effect; inconclusive means small, poorly fitted or top-dose-only effect, or another doubt; inactive means no such curve, though single readings can be large; an effect the other way counts as inactive or inconclusive. A portion of the library; the hit share may differ from the screen's.

SMILES	LMNA splice mod	KinaseGlo FLuc	NPSR antagonist	HttQ103 aggreg	IMPase Li cell	CBFb-RUNX1 inh	Epigenetic derep
CN(C)c1ccc(/C=C/C(=O)c2ccc(O)cc2)cc1[N+](=O)[O-]	nt	nt	?	-10%[9.22 µM]	nt	-5%	2.7%
Cc1ccccc1NC(=O)Cn1c(NCC(C)O)nc2ccccc21 (configuration not stated)	?	1%	15%	-6%	-5%	1%	1.1%
CCOC(=O)C1=C(CSc2nc(-c3ccccc3)ccc2C#N)OC(N)=C(C#N)C1c1cccnc1 (configuration not stated)	-6%	-4%	-21%[46.1 µM]	18%	-20%[38.3 µM]	0%	1.4%
CCOC(=O)C1CCCN(S(=O)(=O)c2ccc(NC(C)=O)cc2)C1 (configuration not stated)	14%[46 µM]	10%	11%	13%[9.22 µM]	3%	0%	-3.8%
Cc1cccc(Cn2c(C(=O)OC(C)C)cc3c2ccn3C)c1	-16%	2%	-28%[46.1 µM]	1%[9.22 µM]	9%[38.3 µM]	-16%	-3.1%
CCCC(c1nnnn1CCOC)N(Cc1cc2cc(C)c(C)cc2[nH]c1=O)CC1CCCO1 (configuration not stated)	-4%	-2%	-22%[46.1 µM]	-3%	1%[38.3 µM]	0%	0.0%
O=[N+]([O-])c1cc(-c2cnc3ccccc3n2)ccc1Cl	-2%[46 µM]	-6%	25%	18%[9.22 µM]	8%	1%	-1.4%
O=C(c1ccco1)N1CCN(C(c2cccs2)c2nnnn2C2CCCCC2)CC1 (configuration not stated)	-2%	-1%	-16%[46.1 µM]	17%	-12%[38.3 µM]	6%	-1.0%
Cc1ccc2cc(CN(CC3CCCO3)C(=S)NCc3ccco3)c(=O)[nH]c2c1 (configuration not stated)	?	-6%	34%	3%[9.22 µM]	12%	0%	2.1%
COC(=O)c1cccc(NC(=O)C(C)N2C(=O)c3ccccc3C2=O)c1 (configuration not stated)	5%	3%	-8%[46.1 µM]	3%	29%[38.3 µM]	-6%	1.0%
CCc1nc(C)cn1S(=O)(=O)c1ccc(Cl)c(Cl)c1Cl	-20%	-2%	-5%[46.1 µM]	?	18%	-2%	-2.2%
Cc1csc(NC(=O)c2c(O)c3cccc4c3n(c2=O)CCC4)n1	0%	1%	?	9%	5%[38.3 µM]	-2%	1.6%
Cc1cc(NC(=O)c2c(-c3c(Cl)cccc3Cl)noc2C)n(C)n1	11%[46 µM]	nt	-15%	22%[9.22 µM]	nt	8%	3.2%
CSCCC(NS(=O)(=O)c1ccc2c(c1)oc(=O)n2C)C(=O)NC1CCCc2ccccc21 (configuration not stated)	-2%	5%	-14%[46.1 µM]	-3%	-7%[38.3 µM]	-1%	0.2%
COc1ccc(NC(=O)C(CCS(C)(=O)=O)N2C(=O)c3ccccc3C2=O)cc1 (configuration not stated)	6%	19%	-3%[46.1 µM]	8%	17%[38.3 µM]	3%	0.1%
COc1ccc(C2c3c(ccc4ccccc34)Oc3ncn4nc(-c5ccco5)nc4c32)cc1OC (configuration not stated)	0%	-2%	14%	13%	-4%	-8%	0.0%
CCOC(=O)c1sc(NC(=O)c2cccc(S(=O)(=O)N(CC)CC)c2)cc1C	-3%	-1%	-2%[46.1 µM]	5%	29%[38.3 µM]	3%	2.9%
CN(C1CCS(=O)(=O)C1)S(=O)(=O)c1ccccc1 (configuration not stated)	nt	2%	0%	-21%[9.22 µM]	7%	1%	0.0%
COc1cccc(CNS(=O)(=O)/C=C/c2ccc3c(c2)OCO3)c1	-11%	2%	-9%[46.1 µM]	1%	-2%	6%	-0.9%
N#Cc1c(NC(=O)CSc2nc3c(c(C(F)(F)F)n2)CCc2ccccc2-3)sc2c1CCCC2	-7%	7%	-6%[46.1 µM]	-7%	36%[38.3 µM]	3%	-3.3%
CCCc1cc(=O)[nH]c(SCC(=O)Nc2ncc(S(=O)(=O)c3ccc([N+](=O)[O-])cc3)s2)n1	nt	nt	-14%	0%[9.22 µM]	nt	2%	4.8%
c1ccc(-n2ncc3c2ncn2nc(-c4ccco4)nc32)cc1	-4%	-9%	?	-3%	?	-8%	12%
COc1ccc(Br)cc1/C=N/NC(=O)c1cccc(S(=O)(=O)N2CCOCC2)c1	nt	5%	-20%	-19%	5%	-2%	1.1%
Cc1cc(=O)[nH]c(=S)n1-c1ccccc1	17%	0%	9%[46.1 µM]	-11%	17%[38.3 µM]	5%	-0.9%
Cc1ccc(C(=O)Nc2cccc(Oc3ccccc3)c2)o1	?	4%	-9%[46.1 µM]	-22%[1.84 µM]	38%[activator][38.3 µM]	11%	-0.3%
Remaining list, next part
SMILES	LMNA splice mod	KinaseGlo FLuc	NPSR antagonist	HttQ103 aggreg	IMPase Li cell	CBFb-RUNX1 inh	Epigenetic derep
COc1cccc(NC(=S)N(CCc2ccc(OC)c(OC)c2)Cc2ccccn2)c1	-11%[46 µM]	-3%	-16%	11%	11%	-8%	1.1%
CC1COC(c2cccn2Cc2ccccc2Cl)=N1 (configuration not stated)	3%[0.0737 µM]	-2%	-11%[46.1 µM]	6%	11%[38.3 µM]	-2%	-0.9%
Cn1c(=O)[nH]c(=O)c2c1nc(N1CCCCC1)n2CCCSc1nc2ccccc2s1	?	3%	-4%[46.1 µM]	15%	17%	1%	1.4%
COC(=O)c1sc(NC(=O)CCCn2nc([N+](=O)[O-])cc2C)c(C(=O)OC)c1C	-11%	-2%	3%	7%	-2%	-1%	-1.1%
O=C(COc1ccc(Cl)cc1)NCc1nnc(SCC(=O)NCc2ccc3c(c2)OCO3)o1	?	0%	-7%[46.1 µM]	17%	-1%[38.3 µM]	1%	-1.1%
Cc1cc(C)c2nc(SCC#N)cc(C)c2c1	-12%	1%	-6%[46.1 µM]	-5%	-10%[38.3 µM]	22%	14%
CCCCNC(=S)Nc1cccc(C(C)=O)c1	-3%	-3%	2%	2%	4%	-3%	2.4%
O=C(CNC(=S)N(CCCN1CCOCC1)Cc1cccs1)NC1CCCCCCC1	-10%	-2%	2%	-17%	13%	3%	-0.9%
CCOC(=O)c1cccc(NC(=O)CCn2nnc3ccccc32)c1	-10%	2%	-11%[46.1 µM]	-1%	16%[38.3 µM]	5%	-1.1%
CCNc1nc(SC(C)C(=O)OC)nc(N(C)C)n1 (configuration not stated)	nt	-2%	9%	-4%	-1%	5%	-1.1%
COCOc1cc(OC)ccc1C(=O)/C=C/c1cccc(C(F)(F)F)c1	nt	3%	nt	nt	6%	7%	-1.1%
O=C(/C=C/c1ccccc1Cl)Nc1ccc2c(c1)C(=O)NC2=O	nt	5%	-3%	-15%	8%	22%	-0.1%
O=C(CCC(=O)c1cccs1)NCc1ccc(F)cc1	13%	-1%	-1%[46.1 µM]	13%	2%[38.3 µM]	-1%	0.0%
Cn1c(=O)[nH]c(=O)c2c1nc(SCCN1CCCCC1)n2Cc1ccccc1	-9%	-1%	1%[46.1 µM]	1%	24%[38.3 µM]	3%	0.0%
COc1ccc(S(=O)(=O)Nc2cccc(C(C)=O)c2)cc1Br	-10%[46 µM]	1%	3%	9%[9.22 µM]	1%	-2%	-0.3%
Clc1ccccc1C1SCC2Nc3ccccc3CN21 (configuration not stated)	13%	-5%	-15%[46.1 µM]	-2%	25%[38.3 µM]	-4%	-1.1%
CN(C)c1oc(-c2ccccc2Cl)nc1P(=O)(c1ccccc1)c1ccccc1	3%	18%	?	-9%	31%[38.3 µM]	-4%	0.8%
COc1ccc(CC(=O)c2ccc(OC)c(OC)c2C)cc1OC	?	-2%	19%	-21%	12%	4%	1.8%
Cc1oc(/N=C/c2ccc(Cl)cc2)c(C#N)c1C	-8%	-3%	-7%[46.1 µM]	2%	-10%[38.3 µM]	2%	0.2%
CC1NC(=O)NC1CCCCCC(=O)NCCc1ccccc1 (configuration not stated)	-7%	-2%	-8%[46.1 µM]	6%	19%[38.3 µM]	?	1.6%
CS(=O)(=O)N(CC(=O)N1CCN(c2cccc(Cl)c2)CC1)c1ccccc1	-10%	-1%	-2%[46.1 µM]	-17%	16%[38.3 µM]	4%	0.0%
CC(=O)c1ccc(N2CCN(C(=O)c3ccc(OCc4c(C)noc4C)cc3)CC2)cc1	?	1%	-10%[46.1 µM]	-28%	8%[38.3 µM]	5%	-5.8%
O=C(CNc1ccc2c(c1)OCO2)N/N=C\c1cn(Cc2ccccc2)c2ccccc12	?	-3%	-28%	26%	10%	-14%	-3.2%

Seven of these compounds, set out differently.
| Compound | LMNA splice mod | KinaseGlo FLuc | NPSR antagonist | HttQ103 aggreg | IMPase Li cell | CBFb-RUNX1 inh | Epigenetic derep |
| --- | --- | --- | --- | --- | --- | --- | --- |
| Cn1c(=O)[nH]c(=O)c2c1nc(SCCN1CCCCC1)n2Cc1ccccc1 | -9% | -1% | 1%[46.1 µM] | 1% | 24%[38.3 µM] | 3% | 0.0% |
| COc1ccc(S(=O)(=O)Nc2cccc(C(C)=O)c2)cc1Br | -10%[46 µM] | 1% | 3% | 9%[9.22 µM] | 1% | -2% | -0.3% |
| Clc1ccccc1C1SCC2Nc3ccccc3CN21 (configuration not stated) | 13% | -5% | -15%[46.1 µM] | -2% | 25%[38.3 µM] | -4% | -1.1% |
| CN(C)c1oc(-c2ccccc2Cl)nc1P(=O)(c1ccccc1)c1ccccc1 | 3% | 18% | ? | -9% | 31%[38.3 µM] | -4% | 0.8% |
| COc1ccc(CC(=O)c2ccc(OC)c(OC)c2C)cc1OC | ? | -2% | 19% | -21% | 12% | 4% | 1.8% |
| Cc1oc(/N=C/c2ccc(Cl)cc2)c(C#N)c1C | -8% | -3% | -7%[46.1 µM] | 2% | -10%[38.3 µM] | 2% | 0.2% |
| CC1NC(=O)NC1CCCCCC(=O)NCCc1ccccc1 (configuration not stated) | -7% | -2% | -8%[46.1 µM] | 6% | 19%[38.3 µM] | ? | 1.6% |
